Screens deposited in PubChem by National Center for Advancing Translational Sciences (NCATS).
12-LOX inh – ALOX12 (human) lipoxygenase inhibition | Potency, µM (doses to about 108 µM), for the others: at the top dose activity change, negative = inhibition, actives largely listed as inhibitors | AID 1671190 | actives 1.1% (n = 580,000) | purified 12hLO, xylenol orange hydroperoxide absorbance | P18054; active = well fitted inhibition curve with a large enough effect; inconclusive = small, poorly fitted or top-dose-only effect, or another doubt; inactive = no such curve, though single readings can be large or run the other way
Target sequence (P18054 whole entry, looked up): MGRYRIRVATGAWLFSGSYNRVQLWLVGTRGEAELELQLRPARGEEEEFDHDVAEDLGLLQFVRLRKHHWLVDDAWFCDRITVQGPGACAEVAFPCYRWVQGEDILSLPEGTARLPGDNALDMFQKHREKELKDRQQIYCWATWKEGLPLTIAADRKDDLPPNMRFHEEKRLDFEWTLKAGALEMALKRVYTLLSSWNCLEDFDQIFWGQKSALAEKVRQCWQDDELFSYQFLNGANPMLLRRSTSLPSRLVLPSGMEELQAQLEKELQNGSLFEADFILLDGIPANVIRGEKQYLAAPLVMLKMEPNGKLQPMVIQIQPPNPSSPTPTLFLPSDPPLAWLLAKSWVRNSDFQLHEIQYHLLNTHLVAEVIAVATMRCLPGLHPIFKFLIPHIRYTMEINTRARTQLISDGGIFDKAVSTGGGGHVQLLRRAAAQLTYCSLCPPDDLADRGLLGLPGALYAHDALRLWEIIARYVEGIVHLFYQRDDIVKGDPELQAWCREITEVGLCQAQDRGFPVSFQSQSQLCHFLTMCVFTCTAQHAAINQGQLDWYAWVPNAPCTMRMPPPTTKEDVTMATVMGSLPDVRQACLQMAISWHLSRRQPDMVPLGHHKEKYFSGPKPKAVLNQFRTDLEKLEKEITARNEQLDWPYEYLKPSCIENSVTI
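Purified human 12hLO (150 nM final) in 25 mM Hepes, 0.01% Triton X-100, pH 7.0 was preincubated 15 min at room temperature with compound. Then 40 uM arachidonic acid was added, 30 min. Hydroperoxide was read by Fe-XO absorbance ratio 573/405 nm.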
* = called active by the depositor; ? = inconclusive; & = joins results of further samples; [ ] = remark or other dose. % is scaled to controls: 0 for no effect and ±100 for the full control effect; potency is read from the fitted curve at half-maximal effect. A portion of the library. The share of hits here may be higher or lower than overall.

cpd | 12-LOX inh | SMILES
1 | -8% | COC(=O)c1cc(=O)nc(NN=Cc2ccccc2)s1
2 | -1% | O=[N+]([O-])C(=C(Sc1ccccc1)Sc1ccccc1)/C(Cl)=C(/Cl)Br
3 | ? | COc1ccc(-c2cc(NC=O)c3ncc(-c4cccc(C(C)=O)c4)n3c2)cc1
4 | -27% | CCN(CC)S(=O)(=O)c1cccc(NCc2ccccc2C#N)c1
5 | -5% | COc1ccc(N2CC(C(=O)NCCc3ccc(Cl)cc3)NC2=O)cc1 (stereo not given)
6 | ? | N#Cc1c(NCCO)nc(-c2ccco2)c2c1CCCC2
7 | 7% | COc1ccccc1C(=O)Nc1cnc2sc3c(n2c1=O)CCCC3
8 | ? | Cc1cccc(NC(=O)C(C)(C)c2ccc(Cl)cc2)n1
9 | 0%[12.5 µM] | Cc1ccc(-c2ccc(CN)cc2)c(C)c1
10 | ? | c1ccc(-c2cc(CC3(NCC4CC4)COC3)no2)nc1
11 | 38% | O=C(CCC(=O)N1CCC(c2noc3ccc(F)cc23)CC1)N1CCCCCC1
12 | -4% | COCCOc1ccc2c(n1)CCN(C(=O)Cc1ccccc1)C2
13 | 3% | C[C@H]1[C@@H](NS(=O)(=O)c2cn(C)cn2)CC[C@@]23CCCN2C(=O)CCC[C@@H]13
14 | 0% | CCCCCCCCN1C(=O)[C@H](CC(=O)NCC2CCCCC2)C[C@@]2(C(=O)OC)CC(C)(C)CC=C12
15 | 1% | Cc1ccc2nc(C)cc(C(=O)OC(C)C(=O)NCC(C)C)c2c1 (stereo not given)
16 | 19% | O=C(Cc1cccc(F)c1)NC1CCN(c2cc(C(F)(F)F)ncn2)CC1
17 | -7% | COc1ccc(-c2ccc3nc(-c4cccc(Cl)c4)oc3c2)c(OC)c1OC
18 | ? | COc1ccccc1Cc1c(C(C)(C)C)nc2c(C)cc(Br)cn12
19 | 13% | CCCc1cc(C(=O)N/N=C2\CC3CCC2(C)C3(C)C)cs1 (stereo not given)
20 | -5% | CCSc1ccccc1C(=O)NC(C)C
21 | -2% | COc1ccc(N(Cc2cccs2)C(=O)Cn2nnc(-c3cccc(F)c3)n2)cc1
22 | 24% | CN(C)CCNc1oc(/C=C/c2cccs2)nc1C#N
23 | 2% | CC(NC(=O)c1ccccc1Cc1ccccc1)c1ccncc1 (stereo not given)
24 | -2% | CC1(C)CC(=O)C/C(=N/NC(=O)c2ccc(NC(=O)C3CC3)cc2)C1
25 | ? | COc1ccc2oc(=O)cc(CN3CCN(Cc4ccc(F)cc4)CC3)c2c1
26 | 6% | CCOc1ccc(NC(=O)CSc2nccc(-c3cccc(OC(F)F)c3)n2)cc1
27 | 11% | Cn1c(=O)[nH]c(=O)c2[nH]c(CN3CCN(c4cccc(Cl)c4)CC3)nc21
28 | ? | CSc1ncccc1C(=O)N(Cc1nnc(-c2ccccc2Cl)o1)C(C)C
29 | -5% | Cc1oc(-c2ccccc2)nc1C(=O)Nc1nc(CC(N)=O)cs1
30 | 1% | CCN1c2cc(C(=O)NCc3ccccc3C)ccc2C(=O)N2CCCCC21 (stereo not given)
31 | 21% | O=C(c1cn[nH]c1)N1CCC(c2nc(CCOCC3CCOCC3)no2)C1 (stereo not given)
32 | ? | Cc1cc(C(=O)CSc2nnc(C(C)Oc3ccc(F)cc3)o2)c(C)n1CC(F)(F)F (stereo not given)
33 | ? | CCOc1ccc(C(=O)Nc2nonc2CC)cc1
34 | 21% | CCCNC(=O)c1ccc2nc(-c3ccc(C)cc3)cc(OCC)c2c1
35 | -6% | CCOc1ccc2nc(Nc3nc(C)c(Cc4ccccc4)c(=O)[nH]3)nc(C)c2c1
36 | 4% | O=C(C1CCC1)N(CCc1ccccc1)Cc1ccncc1
37 | -1% | CCn1cnnc1CC1CCN(S(=O)(=O)c2ccc3c(c2)CCC3)C1 (stereo not given)
38 | 13% | Cc1ccc(CNS(=O)(=O)c2ccc(-n3cccn3)cc2)cc1
39 | 4%[176 µM] | Cc1ccc(CN2C(=O)[C@@H]3C[C@@H](O)CN3C3(CN(Cc4ccc(C#N)cc4)C3)C2=O)o1
40 | 1% | CCCn1nc(C(=O)N(CCOC)Cc2nc3ccccc3c(=O)[nH]2)c2ccccc2c1=O
41 | 1% | COc1ccc(OC)c(COC(=O)c2cc(OC)ccc2Br)c1
42 | 2%[176 µM] | COc1ccc(-c2noc([C@@H]3Cc4nc[nH]c4CN3C(=O)CCC(=O)O)n2)cc1
43 | -16% | Cc1nc2ccc(C(=O)N3C[C@@H](CN4CCCCC4)[C@@H](CO)C3)cc2s1
44 | 17% | O=C(NCCc1noc(-c2ccccc2)n1)C1CC1
45 | 17% | CCCCc1ccc(-c2csc(-c3nc(-c4ccc(CC)cc4)c(C)s3)n2)cc1
46 | 69%[activator] | CN1CCOC[C@H]2CCN(C(=O)c3cccc4[nH]ccc34)C[C@H]21
47 | ? | CC(C)Oc1ccc(Nc2cc3c(cn2)cc(-c2cccc(C(F)(F)F)c2)n3C)cc1
48 | -15%[176 µM] | Cc1onc(-c2cnn(C)c2NCCc2ccccc2)c1C(=O)NCc1ccccc1
49 | 46%[activator] | COc1cccc(CCC(=O)NCCC2CCN(C(=O)Nc3ccc(C)c(F)c3)CC2)c1
50 | -27% | Cc1cc(Br)cn2c(Cc3ccsc3)c(-c3ccccc3)nc12

Further structures follow:
cpd | 12-LOX inh | SMILES
51 | -56% | O=C(O)Cc1ccc2c(c1)[nH]c1ccc(Br)cc12
52 | 14µM* | COC(=O)c1cc(-c2ccco2)nc2ccccc12
53 | 11%&3% | Cc1ccc(-n2nc3n(c2=O)CCN([S+](=O)([O-])c2cccc(C(F)(F)F)c2)C3)cc1
54 | 16% | CC(NC(=O)c1cc2c(s1)CCN(C(=O)c1ccccc1)C2)c1ccc(F)cc1 (stereo not given)
55 | -48% | CC1=C(C(=O)N2CCOCC2)CC(CC(=O)NCCCCc2ccccc2)C(=O)N1Cc1ccc(C(C)(C)C)cc1 (stereo not given)
56 | ? | O=C1C=CN(S(=O)(=O)c2ccc(F)cc2)C(c2cccs2)C1 (stereo not given)
57 | -2% | OC[C@H]1CCN(Cc2cn(-c3ccccc3)nc2-c2ccncc2)C[C@@H]1O
58 | ? | COCc1cn(C[C@H]2C[C@@H](NC(=O)NC3CCCC3)[C@H](O)[C@@H]2O)nn1
59 | 40% | Cc1nc(-c2c3n(c(=O)n(CC(=O)NCCCc4ccccc4)c2=O)CCCC3)no1
60 | 44% | COc1cccc(CC(=O)NC2CCN(c3cc(-c4cccs4)[nH]n3)C2)c1 (stereo not given)
61 | -20% | Cc1nc(CCNS(=O)(=O)Cc2cccc(Cl)c2)no1
62 | 9% | COCCC(=O)N1CCC2(CCC2NC(=O)COC)CC1 (stereo not given)
63 | 42%[activator] | CN1c2cc(C(=O)NCc3cccs3)ccc2C(=O)N2CCCC21 (stereo not given)
64 | ? | COc1ccc(-c2oc3c(c2C#CC(C)(C)O)C(OCCO)CC3)cc1 (stereo not given)
65 | 55%[activator] | OC1(CN2CCCCC2)CCN(Cc2ccc(C(F)(F)F)cc2F)C1 (stereo not given)
66 | 22% | O=c1[nH]c(SCc2ccc(C(F)(F)F)cc2)nc2c1cnn2CCO
67 | -2% | Cc1ccc(S(=O)(=O)N2CCOCC2)cc1NC(=O)CSc1nc(C)c(C)n1C1CCCC1
68 | -38% | CC(NC(=O)c1cc(-c2cccs2)nc2ccccc12)C(C)(C)C (stereo not given)
69 | -17% | CNCC(=O)N1CCCC(c2nnc(CN3CCOCC3)n2C)C1 (stereo not given)
70 | 59%[activator] | OCCN1CCN(c2ccc(-c3nc(-c4cccc(C(F)(F)F)c4)no3)cn2)CC1
71 | 4%[6.33 µM] | CCc1nc2c(c(-c3ccc(OC)cc3)n1)CN(C(=O)c1ccccc1)CC2
72 | -1% | O=C(Nc1cccc2ccccc12)c1ccc2sc([C@@H]3O[C@H](CO)[C@@H](O)[C@H]3O)nc2c1
73 | -18% | COCCCNC1=C(C#N)C(=O)NC(c2cccc([N+](=O)[O-])c2)S1 (stereo not given)
74 | -10% | Cc1ccc(S(=O)(=O)N[C@H](CNCc2ccccc2)C(C)C)cc1
75 | -38% | Cc1nc2nc(C)c(NC(=O)Nc3cccc(C(F)(F)F)c3)c(=O)n2[nH]1
76 | ? | CCc1ccc(-c2csc(Nc3ccc(S(N)(=O)=O)cc3)n2)cc1
77 | 3%[176 µM] | COc1cccc(C(=O)N(C)Cc2ccc(F)cc2)c1
78 | ? | COc1ccc(-c2nc3ccncc3[nH]2)cc1
79 | -7% | Cc1cc(C)c2[nH]c(C(=O)N(C)Cc3ccccc3-n3cccn3)c(C)c2c1
80 | -62% | CC(C)[C@@H](C)/C=C/[C@@H](C)[C@H]1CC[C@@H]2[C@]1(C)CCC1[C@]23C=C[C@]2(C[C@@H](O)CC[C@]12C)N(c1ccc(Br)cn1)O3 (stereo not given in full)
81 | 1% | c1ccc(C[C@H]2COc3c4ccccc4nn32)cc1
82 | 8% | O=C(CCNS(=O)(=O)c1ccccc1)NC1CCCCCC1
83 | 0% | Cn1ccnc1C(=O)N1C[C@@H](Oc2ccccc2)C[C@H]1C(=O)N1CCOCC1
84 | -1% | COc1ccc(OC)c(S(=O)(=O)NCC2CCN(C(=O)C(=O)c3cccs3)CC2)c1
85 | 0% | Cc1cc(Br)cn2c(Cc3ccccc3C(F)(F)F)c(C3CCCCC3)nc12
86 | 3% | Cc1cc(CN(C)C(=O)c2cc(COc3ccc(F)cc3F)on2)on1
87 | ? | O=C(C1CC1)N1CCn2c(nnc2[C@@H]2C[C@@H](O)CN2Cc2ccccc2)C1
88 | 37%[activator][176 µM] | CCOCCN1C(=O)COC[C@@H]1[C@H](O)c1ccc(NC(=O)c2cccc(C#N)c2)cc1
89 | ? | Cc1ccc2c(Cl)cc(Cl)c(OCC(=O)NC(C)(C#N)C3CC3)c2n1 (stereo not given)
90 | 8% | CNc1ncc(C(=O)N2CCCC3(CCC(=O)N(CCOC)C3)C2)cn1 (stereo not given)
91 | ? | O=C(N[C@@H]1C[C@H](Cn2cc(C3CC3)nn2)[C@@H](O)[C@H]1O)c1cccnc1
92 | 72%[activator] | c1ccc2nc(-n3nc(C4CCOC4)nc3C3CC3)cnc2c1 (stereo not given)
93 | ? | Cc1ccc(NS(=O)(=O)c2cc(-c3cnc(C)o3)ccc2C)c(Cl)c1
94 | 13% | COc1cccc(N2CC(C(=O)NCCOc3ccccc3)NC2=O)c1 (stereo not given)
95 | 0% | C[C@@H]1CN([C@H](C)CO)C(=O)CCCn2nncc2CO[C@@H]1CN(C)C(=O)CCC(F)(F)F
96 | 8% | CCn1c(SCC(=O)Nc2nncs2)nnc1C1CCCC1
97 | -13% | CCOc1ccc(C(=O)N2c3ccccc3NC(=O)C2CC(=O)Nc2cccc(C(F)(F)F)c2)cc1 (stereo not given)
98 | 31%[176 µM] | COc1ccc(-c2cc(CC3(NCc4ccco4)COC3)no2)cc1
99 | 30% | COc1ccccc1C(=O)Nc1ccnn1C1CCN(c2cnccn2)CC1
100 | -4% | Cc1ccc(CCC2CCN(C(=O)c3n[nH]c(=O)c4ccccc34)CC2)cc1

More results follow:
cpd | 12-LOX inh | SMILES
101 | 18% | Cn1cc(C(=O)NCCNS(=O)(=O)c2ccccc2)c2ccccc21
102 | ? | O=C(CN(c1ccccc1)S(=O)(=O)c1ccccc1)NCC1CCCO1 (stereo not given)
103 | 0%[176 µM] | COc1ccc(Cl)cc1-c1ccc2c(c1)C(=O)N1C[C@H](O)C[C@H]1C(=O)N2
104 | ? | Cc1nn(-c2nc3c(c(=O)n(Cc4cccc(Cl)c4)c(=O)n3C)n2C(C)C)c(C)c1C
105 | 17% | O=C(c1cc(-c2ccccc2)on1)N1CCOc2ccc(CN3CCN(c4ccccn4)CC3)cc2C1
106 | 31%[activator] | CCOCC(=O)N1C[C@@H](CO)[C@H](c2ccccn2)C1
107 | -35% | Cc1ccc(CCC(=O)NCCCN2CCCC2)cc1
108 | -6% | O=C(Nc1ccn(CCCN2CCN(c3ncccn3)CC2)c(=O)n1)OCc1ccccc1
109 | -10% | Cc1nc(C(=O)N2CCOc3c(O)cc(-c4cccc(Cl)c4)cc3C2)c(C)o1
110 | 90%[activator] | COc1cccc(CN2CCC(N3CC(OCC4CC4)C34CCCCC4)CC2)n1 (stereo not given)
111 | 1% | CCNC(=O)NC(=O)CSc1cc(C)c2cc(C)cc(C)c2n1
112 | -4% | COCCOc1ncccc1-c1noc([C@@H]2CCCN2Cc2ccc(S(C)(=O)=O)cc2)n1
113 | 19% | O=C(CCc1nc2ccccc2[nH]1)N1CC2CC(C1)[C@H]1CCCC(=O)N1C2 (stereo not given in full)
114 | ? | CCCCN1C(=O)C(CC(=O)NCCCCc2ccccc2)CC(C(=O)N2CCOCC2)=C1C (stereo not given)
115 | ? | CC(C)(C)c1ccc(C(=O)NCc2cc(=O)n3nc(-c4ccccc4)sc3n2)cc1
116 | 14% | CCC(C(=O)N1CCN(c2ccc(C#N)cn2)CC1)n1cccn1 (stereo not given)
117 | 8% | COCCN1C(=O)c2ccccc2C(C(=O)Nc2ccccc2)C12CCCC2 (stereo not given)
118 | 23% | CCCCC(=O)N1CCC2(CC1)SCC(=O)N2c1ccc(OC)cc1
